Pf growth 48h = inhibits P. falciparum growth in the first generation, 48 h | 310,000 tested, 5.9% active | Potency, µM (highest dose often 28.7 µM), without a hit: at the highest dose activity change, negative = inhibition, hits mostly inhibitors | AID 504832 | P. falciparum luciferase growth in erythrocytes, 48 h; also: potency is read from the fitted curve at half-maximal effect; % is scaled to controls: 0 for no effect and ±100 for the full control effect
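Compounds are pin-transferred into medium, infected erythrocytes (2% hematocrit, 0.1% parasitemia final) are added, and plates sit one parasite generation at 37 C in 5% CO2. Detection reagent is then added and luminescence measured.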
Cycloheximide cs = affects cycloheximide protein synthesis inhibition readout, counter-screen; 300,000 tested, 12% active; cell reporter, cycloheximide protein synthesis inhibition counterscreen; max response, %; AID 2314; in the data active = max response mostly above about 13%, no sharp cut-off; inactive = mostly below about 14%; also: read at 38.3 µM for the half of the compounds with a filed dose; 0% is about no effect
Pf growth 96h = P. falciparum growth inhibition at 96 hours | P. falciparum luciferase reporter growth, 96 h | Potency, µM (series often up to 28.7 µM), for inactives: at the highest dose activity change, negative = inhibition, most hits filed as inhibitors | 320,000 tested, 6.9% active; also: potency is read from the fitted curve at half-maximal effect; % is scaled to controls: 0 for no effect and ±100 for the full control effect
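Delayed-death screen, second-generation endpoint: infected erythrocytes, 2% hematocrit, 0.05% parasitemia final; 96 hours at 37 C, 5% CO2; luciferase detection reagent; luminescence decrease equals reduced growth.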
Giardia FBPA inh = Giardia lamblia aldolase inhibition. A8B2U2. purified Giardia FBPA. Potency, µM (highest dose often 59.6 µM), for the others: at the top dose activity, negative = inhibition, usual class: inhibitors. 290,000 tested, 0.71% active; also: potency is read from the fitted curve at half-maximal effect; % is scaled to controls: 0 for no effect and ±100 for the full control effect; nearly all actives have a fitted effect of over 55% in size
Target sequence (A8B2U2 whole entry, looked up): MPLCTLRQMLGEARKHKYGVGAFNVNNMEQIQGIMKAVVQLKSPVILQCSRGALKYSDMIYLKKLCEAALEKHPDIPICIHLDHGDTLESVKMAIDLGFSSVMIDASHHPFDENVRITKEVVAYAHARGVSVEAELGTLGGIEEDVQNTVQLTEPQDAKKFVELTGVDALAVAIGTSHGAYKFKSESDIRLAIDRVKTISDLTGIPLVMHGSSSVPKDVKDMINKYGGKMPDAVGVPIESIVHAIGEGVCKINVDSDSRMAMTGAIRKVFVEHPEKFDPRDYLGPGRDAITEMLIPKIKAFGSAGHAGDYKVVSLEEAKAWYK
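40 nM FBPA preincubated 10 min at RT with compound (up to 57.5 uM final), then substrate plus GAPDH/TPI/NAD/arsenate coupling and diaphorase/resazurin added. Fluorescence read after 20 min at RT, 525/598 nm.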
HCV inhibitor = inhibitors of hepatitis C virus infection; Huh7.5.1 HCVcc-Cre infection, luciferase reporter, 44 h; 340,000 tested, 3.4% active; Potency, µM (series often up to 41.8 µM), inactives show at the top dose activity change, negative = inhibition, hits mostly inhibitors; AID 651820; also: potency is read from the fitted curve at half-maximal effect; % is scaled to controls: 0 for no effect and ±100 for the full control effect
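Whole-lifecycle infectious HCVcc-Cre system; cells 1,000/well, compound then virus (~0.5 moi) added 4 h after plating, 44 h culture. Luciferase read 15 sec following 15 min substrate incubation, room temp.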
Shiga inhibitor = Shiga toxin inhibition; Vero cells, Shiga toxin protein synthesis inhibition reporter; inhibition, % at 38.7 µM; 290,000 tested, 9.2% active; AID 2315; in the data active = inhibition mostly above about 28%, no sharp cut-off; inactive = mostly below about 43%; also: 0% is about no effect
The depositor's hits bear a star; u = inconclusive; x = not tested or not shown; [ ] = dose if it differs, or a comment. Unless noted, calls follow the shape of the dose curve; as a rule, active = well fitted curve in the direction sought with a large enough effect; inconclusive = small, poorly fitted or top-dose-only effect, or another doubt; inactive = no such curve, though single readings can be large; an effect the other way counts as inactive or inconclusive. The order is random; overall some 24% were active at least once.

item	structure	Pf growth 48h	Cycloheximide cs	Pf growth 96h
1	COc1ccc([N+](=O)[O-])c(S(=O)(=O)c2ccc(Cl)cc2)n1	-7%	10	20%
2	COc1ccc(NC(=O)C2=CN3CCS(=O)(=O)N=C3C=C2)c(OC)c1	-7%	x	5%
3	COc1ccc(-c2n[nH]c3c2CN(C(=O)c2ccc(F)cc2)CC3)cc1	-24%	9	52%[activator]
4	C=CCn1c(SCC(=O)Nc2ccc(F)cc2F)nnc1-c1cnccn1	21%	26*	12%
5	O=S(=O)(c1cccc2nsnc12)N1CCN(C/C=C\c2ccccc2)CC1	x	0	u
6	CC[C@H]1CN2CCC1C[C@H]2[C@H](O)c1ccnc2ccc(OC)cc12 (some centres not stated)	0.093µM*	x	0.052µM*
7	CC(=O)N1CCN(C(=O)c2ccc(-c3ccccc3Cl)o2)CC1	169%[activator]	x	163%[activator]
8	C=CCNC(=S)N1CCN(Cc2ccc3c(c2)OCO3)CC1	u	-2	u

item	Giardia FBPA inh	HCV inhibitor	Shiga inhibitor
1	-4%	u	9
2	x	6%	x
3	-2%	6%	-8
4	x	2%	45*
5	-5%	-23%	-13
6	x	3%	x
7	x	4%	x
8	7.1µM*	1%	x

Next part
item	structure	Pf growth 48h	Cycloheximide cs	Pf growth 96h
9	CCOc1cc(/C=N/NC(=O)c2nnn(-c3nonc3N)c2C)ccc1OCc1cccc(F)c1	-3%	3	10%
10	O=C(OCC(=O)c1ccccc1Cl)c1cnccn1	10%	-3	24%
11	COC(=O)CSc1nnc2c3c4c(sc3nc(-n3nc(C)cc3C)n12)COC(C)(C)C4	u	-2	u
12	COc1ccc(NC(=O)CN(C)C(=O)c2cccc(S(=O)(=O)N3CC4(C)CC3CC(C)(C)C4)c2)cc1 (configuration not stated)	u	x	u
13	NS(=O)(=O)c1cc2c(cc1Cl)NC(C1C[C@H]3C=C[C@@H]1C3)NS2(=O)=O (some centres not stated)	2%	-3	-3%
14	Cc1c(Br)c(C(F)(F)F)nn1CC(=O)N(C)C1CCCCC1	19%	-4	-29%
15	NS(=O)(=O)c1ccc(NC(=S)NCc2ccc3c(c2)OCO3)cc1	7%	1	-5%
16	Cc1ccccc1C(=O)NCC(=O)OC(C)C(=O)Nc1ccnn1C(C)C (configuration not stated)	-4%	x	u

item	Giardia FBPA inh	HCV inhibitor	Shiga inhibitor
9	x	-1%	-3
10	-5%	27%	-6
11	16%	-4%	1
12	x	12%	x
13	-2%	4%[8.37 µM]	-10
14	x	1%	-8
15	-3%	14%	-13
16	x	9%	x

4 structures from above, ordered by length of the SMILES, smallest number first:
item	structure	Pf growth 48h	Cycloheximide cs	Pf growth 96h
14	Cc1c(Br)c(C(F)(F)F)nn1CC(=O)N(C)C1CCCCC1	19%	-4	-29%
15	NS(=O)(=O)c1ccc(NC(=S)NCc2ccc3c(c2)OCO3)cc1	7%	1	-5%
11	COC(=O)CSc1nnc2c3c4c(sc3nc(-n3nc(C)cc3C)n12)COC(C)(C)C4	u	-2	u
9	CCOc1cc(/C=N/NC(=O)c2nnn(-c3nonc3N)c2C)ccc1OCc1cccc(F)c1	-3%	3	10%

item	Giardia FBPA inh	HCV inhibitor	Shiga inhibitor
14	x	1%	-8
15	-3%	14%	-13
11	16%	-4%	1
9	x	-1%	-3

Other structures
item	structure	Pf growth 48h	Cycloheximide cs	Pf growth 96h
17	CCn1cc(/C=C(\NC(=O)c2ccc(OC)c(OC)c2)C(=O)N2CCN(C)CC2)c2ccccc21	u	-3	10µM*
18	c1ccc(Cn2c3ccccc3c3nnc(SCCN4CCCCC4)nc32)cc1	9.3µM*	-2	u
19	COc1ccc2[nH]c(C)c(CN3CCCCC3)c(=O)c2c1	-5%	-8	u
20	COC(=O)c1ccccc1S(=O)(=O)N(CCCO)Cc1cc2c(C)ccc(C)c2[nH]c1=O	u	-5	-14%
21	Cc1cccc(C(=O)Oc2ccc(/C=N/NC(=O)c3ccncc3)cc2)c1	12µM*	12	12µM*
22	CCOC(=O)c1sc(NC(=O)CSC(=S)N2CCOCC2)nc1C	u	9	u
23	O=C1[C@H]2[C@@H](C3CC3)N3C(=O)CN(Cc4ccccn4)C(=O)[C@@]3(Cc3ccccc3)[C@H]2C(=O)N1c1ccccc1	u	1	u
24	CCn1c(O)c(C#N)c(C)cc1=O	10%	1	23%

item	Giardia FBPA inh	HCV inhibitor	Shiga inhibitor
17	-4%	15%	-9
18	5%	-21%	0
19	-1%	5%	-28
20	6%	8%	-7
21	15%	-11%	28
22	7%	u	-1
23	-2%	2%	-1
24	13µM*	5%	-8

Further structures.
item	structure	Pf growth 48h	Cycloheximide cs	Pf growth 96h
25	O=C(/C=C/c1ccccc1)NCCS(=O)(=O)N1CCN(c2ccc(F)cc2)CC1	3%	x	u
26	CC(OC(=O)CNC(=O)c1ccco1)C(=O)N(C)c1ccccc1 (configuration not stated)	u	-1	2%
27	C/C(=C\C(=O)c1ccc(C)cc1)Nc1ccc(N2CCOCC2)cc1	u	1	11%
28	O=C(NCc1cccnc1)c1ccc(Cl)c(S(=O)(=O)Nc2ccccc2C(=O)NCc2cccnc2)c1	u	2	u
29	CCCCCC(=O)N/N=C/c1ccccc1[N+](=O)[O-]	13%	19*	46%
30	CCn1nc(C)c(Br)c1C(=O)Sc1ccccc1Cl	17%	-3	18%
31	Cc1cccc(Cn2nnc3ccccc32)c1O	u	x	u
32	COc1ccc2sc(/C=C/c3ccccc3O)[n+](C)c2c1	3%	3	-2%

item	Giardia FBPA inh	HCV inhibitor	Shiga inhibitor
25	x	-7%	x
26	1%	2%	-8
27	6%	x	-5
28	-2%	13%	-3
29	7%	-4%	36
30	-9%	10%	-3
31	x	-22%	x
32	-1%	-16%	-10

Next section:
item	structure	Pf growth 48h	Cycloheximide cs	Pf growth 96h
33	Cc1cc(/C=C2\C(=O)NC(=O)N(Cc3ccco3)C2=O)c(C)n1-c1ccc(C(=O)O)cc1	13%	-2	-2%
34	C=CCN(C)CCCCCCOc1ccc(C(=O)c2ccc(Br)cc2)c(F)c1	x	12	x
35	O=C(NCc1ccncc1)C12CC3CC(CC(C3)C1)C2	5%	0	2%
36	CCOC(=O)c1cc(CC)sc1/N=C/C1C(=O)CC(C)(C)CC1=O	6%	-1	45%[activator]
37	O=C(CCn1ccc2cc(S(=O)(=O)N3CCCC3)ccc21)NCc1ccccc1	-16%	-2	u
38	Cc1cc(=O)oc(C)c1C(=O)N1CCN(Cc2ccc3c(c2)OCO3)CC1	-10%	-8	-7%
39	Cc1cc(OC(C)C(=O)N2CCN(c3ccc(F)cc3)CC2)c2c(C)cc(=O)oc2c1 (configuration not stated)	u	15	-15%
40	COc1ccccc1OCC(=O)NCc1ccco1	10%	8	-22%

item	Giardia FBPA inh	HCV inhibitor	Shiga inhibitor
33	-4%	18%	6
34	-2%	x	-9
35	3%	10%	42
36	3%	-4%	-1
37	-2%	0%	6
38	-1%	4%	-15
39	4%	20%	-4
40	8%	8%	24

Going on with the list.
item	structure	Pf growth 48h	Cycloheximide cs	Pf growth 96h
41	CC(C)(C)OC(=O)N[C@@H](C(=O)OC(C)(C)C)c1ccc2c(c1)OCO2	u	x	u
42	O=C(Cc1ccccc1)NNC(=S)NC(=O)c1cccs1	-13%	-2	u
43	COc1ccc(/C=C2\CCc3ccccc3C2=O)c(OC)c1OC	38%[activator]	36*	-64%[5.75 µM]
44	Cc1cc(=O)cc(C)n1-c1ccc(F)cc1F	12%	10	6%
45	CN(C)C(=O)N(CCCN1CCOCC1)Cc1cccc2ccccc12	-10%	-1	-6%
46	Cc1ccc(-c2nc(-c3ccncc3)no2)cc1	85%[activator]	52*	111%[activator]
47	O=S(=O)(NCC1CCCO1)c1ccc(Oc2ccccc2)cc1 (configuration not stated)	10%	-2	x
48	CC(=O)Nc1ccc(SCC(=O)c2cc(C)n(-c3ccccc3F)c2C)cc1	34%[activator]	74*	-23%

item	Giardia FBPA inh	HCV inhibitor	Shiga inhibitor
41	x	-13%	x
42	3%	-8%	14
43	-23%	u	77*
44	7%	13%	-6
45	1%	-10%	-13
46	10%	u	72*
47	0%	u	-5
48	-17%	u	125*

Laid out differently: entries from further up
The line under a structure holds: Pf growth 48h, Cycloheximide cs, Pf growth 96h, Giardia FBPA inh, HCV inhibitor, Shiga inhibitor
5: O=S(=O)(c1cccc2nsnc12)N1CCN(C/C=C\c2ccccc2)CC1
 : x, 0, u, -5%, -23%, -13
47: O=S(=O)(NCC1CCCO1)c1ccc(Oc2ccccc2)cc1 (configuration not stated)
 : 10%, -2, x, 0%, u, -5

(cont.)
item	structure	Pf growth 48h	Cycloheximide cs	Pf growth 96h
49	O=C(O)CSc1c2c(nc3cc(C(=O)N4CCOCC4)ccc13)CCCC2	17%	-2	-7%
50	NC(=O)C[C@@H]1NC(=O)[C@H](CCC(=O)O)NC(=O)c2cc([N+](=O)[O-])cc(I)c2OCC[C@@H](C(N)=O)NC1=O	3%	-3	-11%
51	CCC1CN(C(=O)Nc2ccc(C)cc2)c2cc(C)ccc2O1 (configuration not stated)	u	12*	1%
52	COC(=O)CSc1[nH]c(=O)cc(C)c1C#N	10%	-5	0%
53	C/C(=N\NC(=O)C1(C)CC1(Br)Br)c1cccc(NC(=O)c2ccc(C)o2)c1 (configuration not stated)	u	28*	-21%
54	CCc1nc(C)cn1S(=O)(=O)c1cc(Br)c(C)cc1OC	-11%	-6	73%[activator]
55	Cc1cc(C(=O)CSc2nn3c(=O)c(C(C)(C)C)nnc3s2)c(C)n1C	-18%	-1	u
56	CC(C)(C)NC(=O)NC(=O)COC(=O)CNC(=O)C1CCCCC1	18%	-5	7%

item	Giardia FBPA inh	HCV inhibitor	Shiga inhibitor
49	u	13%	-6
50	20%	41%[activator]	-11
51	3%	u	21
52	-16%	-1%	-28
53	x	x	52*
54	-4%	u	18
55	-12%	-11%	-6
56	2%	24%	-12

(more compounds)
item	structure	Pf growth 48h	Cycloheximide cs	Pf growth 96h
57	Cc1ccc(CNC(=O)c2ccc(Cl)cc2[N+](=O)[O-])cc1	35%[activator]	-2	152%[activator]
58	Cc1cccc(C)c1NC(=O)C/C(N)=N/O	0%	-4	9%
59	CCN(C(=O)CSc1nnc(-c2cccs2)o1)C1CCS(=O)(=O)C1 (configuration not stated)	-19%	7	13%
60	CCOC(=O)N1CCN(c2nc(-c3ccccc3)c3ccccc3n2)CC1	10µM*	-1	u
61	CCCCN1C(=O)N(C)C2NC(=O)NC21 (configuration not stated)	x	-4	6%
62	Cc1nc(SCC(=O)Nc2nccs2)c(C#N)c(C)c1C	114%[activator]	x	43%[activator]
63	COc1ccc(-c2cn(-c3ccccc3)nc2CO)cc1	57%[activator]	37*	110%[activator]
64	Cc1ccccc1/C=C\c1nc(O)c([N+](=O)[O-])c(=O)[nH]1	-10%[0.00184 µM]	-6	u
65	O=C(CN(CC1CCCO1)C(=O)CNS(=O)(=O)c1ccc(Cl)cc1)NC1CCCCC1 (configuration not stated)	-1%	0	6%
66	CCN1CCN(CCNC(=O)CCCn2nc(C)c3c(C)n(-c4ccc(C)cc4)nc3c2=O)CC1	-14%	-3	u

item	Giardia FBPA inh	HCV inhibitor	Shiga inhibitor
57	3%	-17%	-8
58	6%	4%	-18
59	0%	26%	-5
60	-5%	u	-1
61	0%	9%	-3
62	x	0%	x
63	-6%	-21%	111*
64	-4%	8%	-14
65	18%	-11%	-10
66	x	-13%	-8

Bioassay records from PubChem BioAssay.
